Source: PubChem BioAssay (National Center for Advancing Translational Sciences (NCATS))
TSHR antagonist = Antagonists of the Thyroid Stimulating Hormone Receptor: HTS campaign. TSHR-expressing cells, TSH-stimulated cAMP HTRF, 2 h; hits give low values. activity change, negative = inhibition, % at 11.5 µM. hit rate 0.2% among 330,000. AID 504810, 2011;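 active = activity change below a set negative limit, meaning inhibition stronger than a set level, cut at about -70% in these data; inconclusive = activity change between two set negative limits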; note: % is set by controls: 0 for no effect and ±100 for the full control effect
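Read-out is FRET at 665 nm (cryptate excitation 337 nm) from a cryptate-tagged anti-cAMP antibody, competed by cell cAMP against cAMP-d2. Compounds are tested on freshly harvested TSHR cells challenged with 4nM TSH (EC80) for 2 hours at 37 deg C.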
TCR act = Activators of T cell receptors: qHTS campaign; primary human leukocytes, anti-CD3, IL-2 HTRF, 48 h; Potency, µM (highest dose often 9.22 µM), inactives show at the top dose activation of IL-2 secretion, hits mostly activators; 330,000 tested, under 10 active; AID 504894, 2011; note: % of control where 0% means no effect
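Compounds are tested in HTS on primary human leukocytes co-incubated with a-CD3 beads for 48 hr. IL-2 output is measured by time-resolved FRET.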
BCR signal inh = qHTS Assay to Find Inhibitors of Chronic Active B-Cell Receptor Signaling; Potency, µM (top dose mostly 46.1 µM), inactives show at the highest dose ratio change, negative = lower green/red ratio, usual class: inhibitors; AID 493014, 2011; hit rate 0.05% among 340,000; ABC-DLBCL IkBa-CBG/CBR reporter, luminescence ratio, 4 h; active = well fitted inhibition curve with a large enough effect in the signal ratio, with a control signal flat, not every such curve was filed as active; inconclusive = small, poorly fitted or top-dose-only effect, or effect the other way, or a change in a side signal; the % refers to the signal ratio;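 note: potency is the fitted concentration of half-maximal effect; plate controls were basal doxycycline-induced cells for no effect and cells given 10 µM MG132 for full effect; MG132 reads +100%, hits lower the ratio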
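TMD8 ABC-DLBCL cells carrying doxycycline-inducible green luciferase fused to IkappaBalpha plus unfused red luciferase were exposed to compounds (up to 46 uM) for 4 hrs at 37C. Activity came from the overlap-corrected green/red luminescence ratio.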
Tb PFK inh = qHTS Assay to Find Inhibitors of T. brucei phosphofructokinase; ATP-dependent 6-phosphofructokinase (Trypanosoma brucei brucei), O15648; T. brucei PFK, ADP-Glo luminescence; Potency, µM (highest dose often 57.5 µM), without a hit: at the top dose activity, negative = inhibition, actives largely listed as inhibitors; hit rate 0.17% among 330,000;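 note: potency is the fitted concentration of half-maximal effect; 0% = uninhibited 1x PFK enzyme wells and -100% = no-enzyme wells; nearly all actives have a fitted effect of over 60% in size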
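Luminescent ADP detection (ADP-Glo, two-step: ATP depletion then ADP-to-ATP conversion for luciferase) reported PFK activity after 45 min room-temperature reaction of 1.25 nM enzyme with 0.5 mM F6P and 0.1 mM ATP at pH 8.0.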
uPA generation = qHTS for Inhibitors of Cell Surface uPA Generation; hit rate 0.31% among 330,000; Potency, µM (top dose mostly 38.3 µM), inactives show at the highest dose activity change, negative = inhibition, usual class: inhibitors; cell surface uPA generation assay, qHTS; active = well fitted inhibition curve with a large enough effect; inconclusive = small, poorly fitted or top-dose-only effect; inactive = no such curve, though single readings can be large or run the other way; tested in mouse RAW 264.7 cells; note: potency is the fitted concentration of half-maximal effect; % is set by controls: 0 for no effect and ±100 for the full control effect; nearly all actives have a fitted effect of over 55% in size
TSG101-PTAP inh = qHTS Assay for Iinhibitors of HIV-1 Budding by Blocking the Interaction of PTAP/TSG101; Fluorescence polarization, FITC-PTAP peptide / Tsg101 binding; Potency, µM (titrated, usually from 115 µM), inactives show at the top dose activity change, negative = inhibition, actives largely listed as inhibitors; 340,000 tested, under 10 active; AID 493005, 2010; active = well fitted inhibition curve with a large enough effect in the main read-out, with a control signal flat, not every such curve was filed as active; inconclusive = small, poorly fitted or top-dose-only effect, or effect the other way, or a change in a side signal; inactive = no such curve, though single readings can be large or run the other way; note: potency is the fitted concentration of half-maximal effect; % of control where 0% means no effect
Target sequence (Q99816 whole entry, looked up): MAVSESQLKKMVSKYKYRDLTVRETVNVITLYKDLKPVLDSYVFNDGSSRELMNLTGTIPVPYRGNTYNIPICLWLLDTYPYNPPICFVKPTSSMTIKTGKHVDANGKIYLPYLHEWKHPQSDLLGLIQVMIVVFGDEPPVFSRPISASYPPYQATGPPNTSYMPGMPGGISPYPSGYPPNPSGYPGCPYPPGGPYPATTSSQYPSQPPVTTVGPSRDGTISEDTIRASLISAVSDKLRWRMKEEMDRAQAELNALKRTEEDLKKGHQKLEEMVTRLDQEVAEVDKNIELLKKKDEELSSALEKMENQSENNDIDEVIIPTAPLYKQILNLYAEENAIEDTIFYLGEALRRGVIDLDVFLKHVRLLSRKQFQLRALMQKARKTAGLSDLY
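Fluorescence polarization binding of Tsg101 binding domain (10 uM final) to FITC-labeled PTAP peptide (50 nM final) in HEPES pH 7.5 buffer with NaCl, Tween 20, EDTA, TCEP. Compounds added before peptide; binding 20 min at RT.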
Eya2 inh = qHTS Assay for Inhibitors of the Phosphatase Activity of Eya2. Protein phosphatase EYA2 (Homo sapiens), O00167. hit rate 0.006% among 330,000. Potency, µM (titrated, usually from 76.9 µM), without a hit: top-dose activity, negative = inhibition, hits mostly inhibitors. recombinant Eya2, OMFP fluorescence dephosphorylation (OMFP is methylfluorescein phosphate); note: potency is the fitted concentration of half-maximal effect; % is set by controls: 0 for no effect and ±100 for the full control effect
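Eya2 protein (added as 0.2 uM solution) was preincubated with compound for 10 min at ambient temperature in 50 mM HEPES pH 7.5, 50 mM NaCl, 5 uM MgCl2, 0.05% BSA, 1 mM DTT. OMFP (added at 50 uM) then reacted 10 min; fluorescence read at 485/525 nm.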
Mito fusion yeast = qHTS Assay for Small Molecule Inhibitors of Mitochondrial Division or Activators of Mitochondrial Fusion. hit rate 0.23% among 320,000. AID 485298, 2010. S. cerevisiae fusion-defective mutant growth rescue, CellTiterGlo 48 h. Potency, µM (highest dose often 46.1 µM), inactives show at the top dose growth rescue (activation), usual class: activators;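 note: potency is the fitted concentration of half-maximal effect; % of control where 0% means no effect; nearly all actives have a fitted effect of over 45% in size; temperature-sensitive fusion mutants such as fzo1-1 at 37 °C on non-fermentable ethanol glycerol medium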
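Luminescent cell viability in 1536-well qHTS format served as the measure of rescued growth in ts fusion-mutant S. cerevisiae cultured on non-fermentable YPEG for 48 hours at 37C.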
ELG1 repair inh = qHTS screen for small molecules that inhibit ELG1-dependent DNA repair in human embryonic kidney (HEK293T) cells expressing luciferase-tagged ELG1; HEK293T ELG1-luciferase reporter, luminescence, 16 h; DNA damage induced by 5-fluorouridine; Potency, µM (doses to about 46.1 µM), for the others: at the highest dose activity change, negative = inhibition, most hits filed as inhibitors; hit rate 2.3% among 330,000; AID 504467, 2011; note: potency is the fitted concentration of half-maximal effect; % is set by controls: 0 for no effect and ±100 for the full control effect; nearly all actives have a fitted effect of over 55% in size
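HEK293T cells expressing luciferase-tagged ELG1 (2,000/well) received 5-Fluorouridine plus compound or DMSO for 16 hr at 37 °C. Luciferase was read by ONE-Glo luminescence after 30 min at room temperature.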
B2AR arrestin = qHTS assay of beta-arrestin-biased ligands of beta2-adrenergic receptor; Beta-2 adrenergic receptor (Homo sapiens), P07550; beta-arrestin recruitment to beta2AR, cell-based reporter; Potency, µM (series often up to 46.1 µM), for the others: top-dose activation, actives largely listed as activators; hit rate 0.02% among 330,000; AID 492947, 2010;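 note: potency is the fitted concentration of half-maximal effect; 0% = DMSO controls and full agonism = EC100 isoproterenol or metaproterenol; nearly all actives have a fitted effect of over 65% in size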
USP2a block = qHTS Assay for Inhibitors of Ubiquitin-specific Protease USP2a Using CHOP2 as the Reporter. Ubiquitin carboxyl-terminal hydrolase 2 (Homo sapiens), O75604. USP2 core, Ub-CHOP2 coupled fluorogenic reporter, 485/531. Potency, µM (highest dose often 38.3 µM), inactives show at the top dose activity change, negative = inhibition, most hits filed as inhibitors. hit rate 0.01% among 330,000. AID 463254, 2010;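 note: potency is the fitted concentration of half-maximal effect; plate controls were DMSO wells for no effect and full inhibition by NEM control for full effect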
Target sequence (O75604 whole entry, looked up): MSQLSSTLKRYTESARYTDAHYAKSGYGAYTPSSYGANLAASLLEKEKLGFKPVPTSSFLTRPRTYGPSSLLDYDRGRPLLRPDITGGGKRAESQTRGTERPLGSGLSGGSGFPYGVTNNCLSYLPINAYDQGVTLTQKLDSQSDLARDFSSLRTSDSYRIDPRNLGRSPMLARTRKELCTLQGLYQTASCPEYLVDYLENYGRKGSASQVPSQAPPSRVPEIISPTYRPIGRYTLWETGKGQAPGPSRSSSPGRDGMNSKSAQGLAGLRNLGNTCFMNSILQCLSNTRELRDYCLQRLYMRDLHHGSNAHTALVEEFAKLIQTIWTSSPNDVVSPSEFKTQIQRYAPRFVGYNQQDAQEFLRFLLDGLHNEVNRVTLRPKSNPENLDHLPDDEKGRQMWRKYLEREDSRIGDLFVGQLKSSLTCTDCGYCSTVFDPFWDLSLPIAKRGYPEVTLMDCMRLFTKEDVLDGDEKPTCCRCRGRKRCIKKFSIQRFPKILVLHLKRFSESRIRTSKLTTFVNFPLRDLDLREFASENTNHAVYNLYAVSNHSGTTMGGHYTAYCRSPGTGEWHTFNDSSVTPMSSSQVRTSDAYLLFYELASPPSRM
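Cell-free coupled assay: 10nM USP2 core preincubated 30min RT with compound in Tris-HCl pH 8.0/CaCl2/CHAPS buffer, then 25nM Ub-CHOP2 and 25nM reporter substrate; fluorescence (Ex 485/Em 531) read after 60min RT, normalized to NEM inhibition, concentration-response curves fitted.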
The depositor's hits bear a star; ? = inconclusive; / = no result given; [ ] = remark or other dose. Unless noted, calls come from the whole dose curve; as a rule, active = well fitted curve in the direction sought with a large enough effect; inconclusive = small, poorly fitted or top-dose-only effect, or another doubt; inactive = no such curve, though single readings can be large; an effect the other way counts as inactive or inconclusive.

[1] Cc1ccc(NC(=O)C(Cc2ccccc2)N2C(=O)C3C4CCC(C4)C3C2=O)cc1Cl (stereo unspecified)
[2] CCOCCn1c(CN(Cc2ccccc2)Cc2ccccc2)nc2c1c(=O)n(C)c(=O)n2C
[3] CN(C)c1ccc(NC(=O)CSc2nc3c(c(=O)[nH]2)CCCC3)cc1
[4] CN(CC(=O)N1CCCC1)S(=O)(=O)c1ccc2ccccc2c1
[5] Cc1sc(NC(=O)c2cc(-c3ccccc3)nc3ccccc23)c(C(N)=O)c1C
[6] CS(=O)(=O)Oc1ccc(/C=C2\C(=N)N3N=C(CC(=O)N4CCOCC4)SC3=NC2=O)cc1Cl
[7] OC(COc1ccc2c(c1)OCO2)CN1CCN(c2ccc(F)cc2)CC1 (stereo unspecified)
[8] CN1C(=O)C(C)(C)c2cc(S(=O)(=O)NCCc3ccc(Cl)cc3)ccc21

Screen / compound no. | 1 | 2 | 3 | 4 | 5 | 6 | 7 | 8
TSHR antagonist | -33.5 | -6.6 | -13.2 | -3.8 | 4.5 | -9.6 | 12.7 | 6.5
TCR act | -69.5% | 12.6% | -1.8% | -0.1% | -1.3%[46.1 µM] | -1.5% | 2.3% | 1.5%
BCR signal inh | 4.9% | 11.8% | -0.7% | -1.9% | ? | 0.4% | -1.3% | -4.0%
Tb PFK inh | -5.6% | -0.1% | -7.7% | -1.7% | -8.0% | 0.4% | -0.9% | 6.4%
uPA generation | -16.3% | -5.3% | / | -3.1% | -0.7% | 8.4% | 3.1% | 6.5%
TSG101-PTAP inh | -5.6% | -3.7% | -4.9% | -0.5% | -0.6% | 0.0% | -3.1% | 2.1%
Eya2 inh | -3.9% | -4.5% | 4.1% | 3.4% | 6.1% | -0.9% | 1.0% | 3.9%
Mito fusion yeast | -4.5% | 9.4% | 2.8% | 2.1% | 21.1% | -3.1% | 13.9% | -0.2%
ELG1 repair inh | 18.4µM* | 18.4µM* | 18.3% | 3.3% | 5.8µM* | 8.1% | -14.3% | ?
B2AR arrestin | -0.1% | -0.5% | -0.2% | 0.0% | 0.4% | 0.2% | 0.3% | -0.3%
USP2a block | -4.8% | -8.7% | 4.4% | 0.4% | -1.7% | 1.2% | 3.8% | -0.6%

[9] Cc1ccc(C(=O)Nc2ccon2)cc1S(=O)(=O)N1CCCCCC1
[10] Cc1ccc(/C(N)=N/OC(=O)C(C)c2ccc([N+](=O)[O-])cc2)cc1 (stereo unspecified)
[11] COc1cc(CN2CC(=O)N(c3ccc(C)c(C)c3)C2=S)cc(OC)c1OC
[12] O=C(c1ccccc1F)N(Cc1ccccc1)Cc1ccccc1
[13] CNc1snc(C)c1C(=O)OCC(=O)c1cc(F)ccc1OC
[14] COc1ccc(CCNC(=O)c2cc(C3CC3)nc3c2cnn3C(C)C)cc1OC
[15] CCC12CSc3nc(Cl)ccc3N1C(=O)C(=O)N2C (stereo unspecified)
[16] NC(=O)c1cc([N+](=O)[O-])ccc1NCc1cccc2ccccc12

Screen / compound no. | 9 | 10 | 11 | 12 | 13 | 14 | 15 | 16
TSHR antagonist | -19.9 | -20.6 | 14.2 | 9.6 | -1.5 | -26.0 | 2.4 | -13.4
TCR act | -2.7% | -4.8% | -1.1%[46.1 µM] | -4.8% | -7.7% | 9.8% | -6.7% | 4.1%
BCR signal inh | -24.5% | 4.3% | -2.4% | -0.2% | 1.3% | 0.6% | 7.0% | ?
Tb PFK inh | 5.8% | -3.7% | -2.0% | 0.0% | 2.4% | 4.0% | 0.2% | 0.0%
uPA generation | / | -1.4% | -7.1% | -1.5% | -11.0% | 3.0% | 3.7% | ?
TSG101-PTAP inh | -5.1% | -3.5% | -2.6% | -6.5% | -7.3% | -4.2% | 1.8% | -7.9%
Eya2 inh | 11.4% | -5.2% | -3.3% | 3.9% | 0.1% | -2.5% | ? | -5.8%
Mito fusion yeast | 15.7% | 2.2% | ? | 4.3% | -0.8% | 1.9% | -1.7% | -3.8%
ELG1 repair inh | ? | -0.4% | ? | -5.9% | -21.5% | ? | 2.7% | -0.1%
B2AR arrestin | -0.5% | -0.8% | 0.7% | -0.9% | 0.0% | -0.7% | -0.1% | 0.2%
USP2a block | 5.0% | 3.3% | 0.6% | 2.8% | 1.0% | 0.7% | 8.7% | -6.7%

Compound profiles (already shown). Values in the order: TSHR antagonist, TCR act, BCR signal inh, Tb PFK inh, uPA generation, TSG101-PTAP inh, Eya2 inh, Mito fusion yeast, ELG1 repair inh, B2AR arrestin, USP2a block
Profile of COc1cc(CN2CC(=O)N(c3ccc(C)c(C)c3)C2=S)cc(OC)c1OC → 14.2, -1.1%[46.1 µM], -2.4%, -2.0%, -7.1%, -2.6%, -3.3%, ?, ?, 0.7%, 0.6%
Profile of CN1C(=O)C(C)(C)c2cc(S(=O)(=O)NCCc3ccc(Cl)cc3)ccc21 → 6.5, 1.5%, -4.0%, 6.4%, 6.5%, 2.1%, 3.9%, -0.2%, ?, -0.3%, -0.6%

Single values from the entries so far.
Result for Cc1ccc(C(=O)Nc2ccon2)cc1S(=O)(=O)N1CCCCCC1 under Mito fusion yeast: 15.7%
Result for O=C(c1ccccc1F)N(Cc1ccccc1)Cc1ccccc1 under TSG101-PTAP inh: -6.5%
Result for CNc1snc(C)c1C(=O)OCC(=O)c1cc(F)ccc1OC under TSG101-PTAP inh: -7.3%
Result for COc1cc(CN2CC(=O)N(c3ccc(C)c(C)c3)C2=S)cc(OC)c1OC under TSHR antagonist: 14.2

Hits appear at their usual frequency; 3% or so of the library scored in one or more.
